Source: PubChem
CendR NRP1 mod = modulators of CendR peptide binding to NRP-1, primary screen, biochemical, fluorescence polarization, uHTS; Neuropilin-1 (Homo sapiens), O14786; FAM-RPARPAR peptide binding to NRP-1; inhibition, % at 25 µM; hit rate 0.85% among 360,000; AID 602438, 2012;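 active means inhibition or corrected inhibition above about 18%, plus a signal ratio from 0.5 to 1.5, limit read from the data, passing the limit was not always enough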; further: strong numbers were not always called active
Neddylation inh = inhibitors of cullin neddylation, primary screen, biochemical, TR-FRET, uHTS, NAE and Ubc12. hit rate 0.58% among 360,000. NEDD8-conjugating enzyme Ubc12 (Homo sapiens) + NEDD8-activating enzyme E1 regulatory …. calls only at 25 µM; in the data active means inhibition above about 36%
Target sequence (P61081 whole entry, looked up): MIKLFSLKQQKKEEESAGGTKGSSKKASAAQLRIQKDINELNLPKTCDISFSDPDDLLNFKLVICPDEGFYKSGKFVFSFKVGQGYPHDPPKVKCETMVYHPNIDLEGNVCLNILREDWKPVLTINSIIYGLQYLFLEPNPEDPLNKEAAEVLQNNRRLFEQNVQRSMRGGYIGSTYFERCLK
Target sequence (Q13564 whole entry, looked up): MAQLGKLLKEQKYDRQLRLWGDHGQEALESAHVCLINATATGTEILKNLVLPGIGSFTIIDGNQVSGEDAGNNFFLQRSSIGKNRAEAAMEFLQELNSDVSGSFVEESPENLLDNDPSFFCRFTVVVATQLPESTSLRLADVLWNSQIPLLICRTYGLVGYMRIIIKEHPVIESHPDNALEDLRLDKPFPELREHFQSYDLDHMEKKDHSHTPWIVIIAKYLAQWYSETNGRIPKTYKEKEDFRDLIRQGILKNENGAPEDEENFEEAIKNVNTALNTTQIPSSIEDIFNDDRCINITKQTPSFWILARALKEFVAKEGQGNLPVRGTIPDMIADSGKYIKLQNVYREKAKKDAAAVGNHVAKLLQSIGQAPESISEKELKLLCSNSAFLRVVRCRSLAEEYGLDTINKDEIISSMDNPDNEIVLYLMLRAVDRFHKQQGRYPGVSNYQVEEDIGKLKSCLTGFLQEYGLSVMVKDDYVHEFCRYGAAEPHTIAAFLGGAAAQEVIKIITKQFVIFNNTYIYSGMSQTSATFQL
NadD block = inhibitors of S. aureus NadD, primary screen, biochemical, colorimetric, uHTS | inhibition, % at 20 µM | hit rate 0.78% among 360,000 | purified NadD enzyme, colorimetric absorbance read-out | Nicotinate-nucleotide adenylyltransferase NadD (Staphylococcus aureus N315); in the data active means inhibition above about 26%; further: some compounds past the cut are filed as inactive
Tb MetRS inh = T. brucei MetRS inhibitors, primary screen, biochemical, luminescence; purified T. brucei MetRS, ATP depletion, Kinase-Glo luminescence; inhibition, % at 11.9 µM; hit rate 0.4% among 360,000;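 active means inhibition above a per-plate cutoff of the control wells' mean inhibition plus 3 SD, cut at about 5.5% in these data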;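 further: 0% = DMSO wells median and 100% = median of wells with control inhibitor compound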
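Material: T. brucei methionyl-tRNA synthetase, purified; reagent: substrates ATP, L-methionine and bulk Escherichia coli tRNA; dosing: 11.9 µM single point; timing: 15 min plus 2 h at 25 °C; detection: luminescence of leftover ATP; evaluation: % inhibition; control set: DMSO-only wells as low control; replicates: singlicate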
DNMT1 block = human DNMT1 methyltransferase inhibitors, primary screen, biochemical, molecular beacon, fluorescence, HinP1I cleavage, uHTS. inhibition (reported as % activation of signal), % at 10 µM. DNA (cytosine-5)-methyltransferase 1 (Homo sapiens), P26358. AID 588458, 2011. hit rate 0.83% among 360,000; in the data active means inhibition above about 50%
SUMO1 PPI mod = modulators of SUMO1 protein-protein interactions, primary screen, biochemical, uHTS. Small ubiquitin-related modifier 1 (Homo sapiens), P63165. SUMO1 binding to a labelled peptide, TR-FRET, 1 h. hit rate 0.33% among 360,000. inhibition, % at 20 µM; in the data active means inhibition above about 37%
Target sequence (P63165 whole entry, looked up): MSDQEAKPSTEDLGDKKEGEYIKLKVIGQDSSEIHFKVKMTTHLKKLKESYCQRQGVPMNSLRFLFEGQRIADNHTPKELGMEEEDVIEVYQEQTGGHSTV
LMPTP block = LMPTP phosphatase inhibitors, primary screen, biochemical, fluorescence intensity, uHTS; Low molecular weight phosphotyrosine protein phosphatase (Homo sapiens), P24666; hit rate 0.22% among 360,000; AID 651560, 2012; recombinant LMPTP-A, OMFP fluorogenic substrate; inhibition, % at 20 µM;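 active means compounds that cut the enzyme signal by at least half of the control window in the single-dose screen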;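 further: plate controls were DMSO wells with enzyme plus substrate for no effect and substrate without enzyme for full effect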
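Buffer or medium: Bis-Tris pH 6.0, DTT, detergent; Assay system: LMPTP-A enzyme; Quantity: 0.625 nM enzyme; Detection: endpoint fluorescence intensity; Times: 50 min dark incubation at room temperature; Controls: substrate-only low control, DMSO enzyme-plus-substrate high control; Doses: single 20 µM dose; Read-out: percent inhibition versus substrate-only and uninhibited controls; Reagent: 400 µM OMFP.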
Scp1 inh = Scp-1 phosphatase inhibitors, primary screen, biochemical, colorimetric, uHTS; Carboxy-terminal domain RNA polymerase II polypeptide A small phosphatase 1 (Homo …; Recombinant Scp1, phosphopeptide, malachite green phosphate absorbance; inhibition, % at 20 µM; hit rate 0.88% among 340,000; AID 493091, 2011;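 active means inhibition above about 50% at 20 µM, limit read from the data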;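 further: plate controls were DMSO wells with enzyme for no effect and wells lacking enzyme for full effect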
Target sequence (Q9GZU7 76-261 limits assumed): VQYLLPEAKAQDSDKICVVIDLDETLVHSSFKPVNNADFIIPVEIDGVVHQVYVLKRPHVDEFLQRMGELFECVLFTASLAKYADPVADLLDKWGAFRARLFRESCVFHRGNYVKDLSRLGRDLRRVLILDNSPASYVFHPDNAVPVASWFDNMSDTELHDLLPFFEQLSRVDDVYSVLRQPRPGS
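Times: enzyme reaction 45 min at room temperature, colour 5 min, stabilisation 30 min. Material: SCP-1 catalytic fragment, aa 76-261. Medium: Acidic Tris acetate buffer with magnesium and detergent. Signal: colorimetric free-phosphate detection, absorbance 630 nm. Read-out basis: % inhibition of SCP-1 phosphate liberation. Reagent: Phosphorylated 17-residue peptide substrate.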
STEP block = STEP phosphatase inhibitors, primary screen, biochemical, fluorescence intensity, uHTS; AID 588621, 2011; hit rate 0.25% among 360,000; inhibition, % at 20 µM; recombinant STEP, OMFP fluorogenic substrate;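 active means inhibition at 20 µM, scaled per plate between control wells, above about 37%, limit read from the data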;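 further: 0% = DMSO with enzyme and substrate and 100% = substrate only without enzyme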
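Measure: Control-normalized % inhibition with plate pattern correction | Test system: STEP phosphatase, cell-free reaction | Medium: pH 6.0 Bis-Tris with DTT and Tween 20 | Technique: Fluorescence, 480/540 nm | Times: Reaction 20 min, ambient temperature | Doses: Single compound dose of 20 µM, 1% DMSO final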
SKN-1 inh = suppressors of acrylamide-induced Pgst-4::GFP reporter in worms, primary screen, SKN-1 inhibitor project, whole organism, uHTS, GFP/RFP fluorescence ratio, strain VP596 | C. elegans VP596 Pgst-4::GFP/RFP ratio, 24 h | inhibition, % at 21.8 µM | hit rate 0.49% among 360,000 | AID 624304, 2012;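 active means interference check ratio from 0.5 to 1.5 plus GFP to RFP signal ratio inhibition reaching or exceeding a fixed threshold, cut at about 30% in these data, passing the limit was not always enough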; further: some compounds called inactive have numbers as strong as hits
An asterisk follows results filed as active; i = inactive; / = no result given. The order is random; about 4.6% have a hit in one of these screens.

SMILES | CendR NRP1 mod | Neddylation inh | NadD block | Tb MetRS inh | DNMT1 block | SUMO1 PPI mod | LMPTP block | Scp1 inh | STEP block | SKN-1 inh
O=C(c1ccc2c(c1)OCO2)N1CCN(c2cccc(C(F)(F)F)c2)CC1 | -3 | i | -2 | -1.7 | 8 | 3 | 0.8 | 1 | -3 | -8
CC(C)c1ccc(NC(=O)N2CCc3ccccc3C2)cc1 | 12 | i | -5 | -0.4 | 0 | 1 | 0.2 | -10 | 2 | 6
CCOc1cccc2sc(N(CCCN(C)C)C(=O)c3ccc(S(=O)(=O)N4CCCCCC4)cc3)nc12 | 4 | i | 1 | -0.1 | 1 | -6 | -0.3 | 9 | 1 | 10
CCn1c(C)cc(/C=C2/SC(=S)NC2=O)c1C | -27 | i | -4 | 0.0 | 1 | -2 | -1.4 | 2 | 3 | 13
N#CC1(c2ccc(NC(=O)c3ccccc3F)cc2)CCCC1 | -12 | i | -4 | -0.8 | 12 | -2 | -0.7 | -5 | -2 | 17
COc1ccc(/C=N/NC(=O)c2ccc(CSc3nncn3C)cc2)cc1OC | 10 | i | -2 | -0.5 | -2 | -10 | 0.0 | 4 | 3 | 2
CC(=O)CC(C)(C)S(=O)(=O)c1ccc(Oc2ccc(S(=O)(=O)C(C)(C)CC(C)=O)cc2)cc1 | -10 | i | 0 | -0.4 | 1 | 0 | -0.1 | 1 | -2 | 11
Cc1c(C)n(CCC(=O)O)c2ccccc12 | -2 | i | 2 | -0.5 | 0 | 7 | -0.9 | -4 | -5 | 8
CN(C(=O)CC1C(=O)NCCN1C/C=C/c1ccccc1)C1CCOCC1 (centres undefined) | 1 | i | -1 | -0.5 | 2 | 0 | -1.5 | 10 | 0 | -5
Oc1ccc(/C=N/Nc2nc(-c3cccnc3)nc3ccccc23)c(O)c1 | -50 | i | 39* | 0.3 | -13 | 7 | 7.3 | -19 | -3 | 10
CCc1nnc(NC(=O)/C=C/c2ccco2)s1 | -14 | i | 7 | 0.0 | 2 | -12 | -1.6 | -8 | -4 | 18
CCCCCCCCNS(=O)(=O)CCNCc1ccccc1OC | 2 | i | -6 | 0.1 | 0 | 0 | -1.5 | 1 | 1 | 13
Cc1cc(C)nc(N2C(=O)CC(Cc3ccc(Cl)cc3)C2=O)n1 (centres undefined) | -14 | i | -8 | -0.9 | 5 | 0 | 1.1 | -9 | 4 | 3
Cn1c(NC(=O)Cc2cccc3ccccc23)cc(=O)n(C)c1=O | -7 | i | -3 | -0.5 | 2 | 2 | -0.6 | -12 | 1 | -10
COCCSc1ccccc1C(=O)NCc1cccnc1 | 4 | i | -2 | 0.2 | 1 | 1 | 0.8 | 10 | 0 | 2
O=C(CCc1nc2ccccc2[nH]1)NCc1ccc2c(c1)OCO2 | -2 | i | 6 | 20* | -1 | 20 | 0.8 | -5 | 0 | 8
Cc1cccc(N2CCN(C(=O)CSc3ccc4c(c3)OCCO4)CC2)c1C | 10 | i | -1 | -0.4 | -9 | 3 | 1.8 | 1 | 0 | -9
COc1cc(OC)c(N(C)C(=O)CCNC(=O)Cn2cnc3ccccc3c2=O)cc1Cl | 1 | i | -4 | -0.8 | 3 | 1 | 0.2 | -5 | 1 | 6
CCOc1ccccc1N1CCN(c2nc3ccccc3nc2C(C#N)C(=O)OC)CC1 (centres undefined) | -13 | i | 9 | -0.6 | -26 | -6 | 4.7 | -2 | 2 | 13
COCCN(CCOC)S(=O)(=O)c1ccc(C(=O)Nc2nnc(COC)o2)cc1 | 4 | i | 7 | 0.2 | 0 | 3 | 0.7 | -9 | -2 | 9

Quoted at random: three entries already listed.
SMILES | CendR NRP1 mod | Neddylation inh | NadD block | Tb MetRS inh | DNMT1 block | SUMO1 PPI mod | LMPTP block | Scp1 inh | STEP block | SKN-1 inh
COc1ccc(/C=N/NC(=O)c2ccc(CSc3nncn3C)cc2)cc1OC | 10 | i | -2 | -0.5 | -2 | -10 | 0.0 | 4 | 3 | 2
O=C(CCc1nc2ccccc2[nH]1)NCc1ccc2c(c1)OCO2 | -2 | i | 6 | 20* | -1 | 20 | 0.8 | -5 | 0 | 8
CN(C(=O)CC1C(=O)NCCN1C/C=C/c1ccccc1)C1CCOCC1 (centres undefined) | 1 | i | -1 | -0.5 | 2 | 0 | -1.5 | 10 | 0 | -5

(next part)
SMILES | CendR NRP1 mod | Neddylation inh | NadD block | Tb MetRS inh | DNMT1 block | SUMO1 PPI mod | LMPTP block | Scp1 inh | STEP block | SKN-1 inh
Cc1cccc(NC(=O)C2CCCN(c3nc(C)cc(C)n3)C2)c1 (centres undefined) | 4 | i | -3 | -0.8 | 1 | 2 | 0.7 | 0 | -1 | -12
COc1ccccc1N1CCN(C2CCN(C(=O)COc3ccccc3)CC2)CC1 | -3 | i | -1 | -0.5 | 0 | 1 | -2.1 | -10 | -3 | -8
Cn1nc(OCC(N)=O)ccc1=O | -1 | i | 4 | 0.3 | -2 | -1 | 1.4 | -7 | -5 | -6
O=C1c2ccccc2C(=O)N1n1cccc1 | -8 | i | 1 | -0.9 | 1 | -4 | -0.8 | -5 | -4 | -1
CC(=O)Nc1ccc(S(=O)(=O)NC(CC(=O)O)c2ccc(OC(C)C)cc2)cc1 (centres undefined) | 7 | i | 0 | -0.3 | 1 | 0 | -0.7 | -8 | 2 | 5
O=C(CSc1nnc2sc3ccccc3n12)c1ccco1 | 3 | i | -3 | 0.5 | 7 | 1 | 0.3 | 10 | 1 | 5
O=C(CSc1nc2ccccc2o1)N/N=C/c1ccc(O)c(O)c1 | -25 | i | 1 | -1.0 | 2 | -6 | 13 | 35 | 3 | 5
O=S(=O)(NCc1ccco1)c1ccc(Cl)s1 | -17 | i | -2 | -0.3 | 6 | 33 | 0.9 | 1 | 1 | 15
CNC(=O)NC(=O)C(OC(=O)Cc1cccc(C(F)(F)F)c1)c1ccccc1 (centres undefined) | 9 | i | -6 | -1.0 | 0 | 5 | 2.1 | 6 | -3 | 13
Cc1ccc(S(=O)(=O)NNC(=O)C2CCN(Cc3ccccc3)CC2)cc1 | 14 | i | 5 | -0.5 | 1 | -7 | 0.6 | 0 | 0 | 5
Brc1ccc(-n2cc(-c3ccccc3)c3c(NN4CCOCC4)ncnc32)cc1 | 1 | i | -3 | 0.6 | -8 | 1 | 2.8 | 8 | 1 | 6
COc1ccc(S(=O)(=O)NCCC(=O)NC2CCCCCCC2)cc1 | 0 | i | -11 | -0.2 | 0 | 0 | -1.0 | -9 | 0 | 16
COCCCn1nnnc1SCC(=O)Nc1ccc2c(c1)OCCO2 | 7 | i | 2 | 0.0 | 0 | 3 | -0.2 | -1 | 3 | -2
Cc1ccc(-c2cc(-c3n[nH]c(=S)n3C)c3ccccc3n2)cc1 | 3 | i | 1 | -0.8 | 0 | -7 | 0.6 | -1 | 2 | 0
COc1ccccc1CN1[C@@H](CC(C)=O)c2cc(C(F)(F)F)ccc2S1(=O)=O | 15 | i | -3 | -0.3 | 1 | 2 | 1.5 | -11 | 3 | 15
O=C(Nc1nsc(-c2ccccc2)n1)c1ccncc1 | -3 | i | -5 | -1.7 | -2 | -4 | -0.5 | -5 | -2 | 22
C/C(=N\Nc1ccc(Cl)c(C(=O)O)c1)c1ccc2c(c1)OCO2 | -13 | i | 5 | 0.0 | 1 | 19 | -1.1 | 15 | 1 | 4
CCOC(=O)[C@]12CCCC=C1N(Cc1ccc(Cl)cc1Cl)C(=O)[C@H](CC(=O)N1CCSCC1)C2 | -14 | i | 4 | -0.3 | / | 1 | -0.7 | / | / | -8
Cc1cc(OCC#N)nc(N)n1 | 10 | i | 1 | -0.5 | 15 | 7 | -2.5 | 1 | -1 | -2
CC(=O)c1oc2ccccc2c1NC(=O)CN1CCCCC1 | 4 | i | -4 | 0.2 | 8 | -8 | 0.4 | -12 | 0 | 9
COc1ccc(N2CCN(C(=O)CCC(=O)NNc3nc4ccccc4c4nc(C)nn34)CC2)cc1 | 14 | i | 3 | -0.5 | 3 | 4 | -0.5 | -1 | -2 | -16
COc1cc(C(N)=O)ccc1OCc1ccccc1 | -5 | i | -5 | 0.1 | 0 | -1 | 1.5 | -9 | 1 | 1
COc1ccc(CNC(=O)COC(=O)CNC(=O)c2sc3ccccc3c2Cl)cc1OC | -7 | i | -5 | -0.1 | 0 | -7 | 1.4 | -10 | -2 | -8
CC(=O)NC(Cc1ccc(C(C)C)cc1)C(=O)NC1CCN(C(=O)c2cccc(C)c2)CC1 (centres undefined) | -1 | i | -5 | -0.8 | -5 | 6 | -3.0 | -3 | 2 | 1
Cc1ncc(S(=O)(=O)c2ccccc2)c(-c2ccccc2Cl)n1 | 7 | i | 2 | -0.1 | 4 | -2 | 0.6 | -2 | -1 | 26
CCc1nc2ccc(C(=O)N3CCN(C(C)=O)CC3)cn2c1N(C)C(=O)c1cccc(OC)c1 | 6 | i | 2 | -0.1 | 2 | 5 | -0.6 | / | -2 | -1
COc1ccc(C(=O)N2CCN(Cc3ccc(OC)c(OC)c3)CC2)cc1 | -10 | i | -2 | -1.6 | 3 | 22 | -2.1 | 0 | 2 | 4
CCOC(=O)c1cnc2c(OC)cccc2c1N1CCN(c2ccc(OC)cc2)CC1 | 5 | i | 3 | 0.3 | -11 | -17 | 1.7 | -5 | -2 | 6
Cc1nc2ccc(NC(=S)NCc3ccccc3)cc2nc1C | -19 | i | 3 | 0.1 | -4 | -12 | 0.6 | 6 | 0 | 7
Cc1cc(NC(=O)CN(C)S(=O)(=O)c2cccc(Cl)c2)no1 | 6 | i | -3 | 0.2 | 1 | 1 | 0.3 | -10 | -1 | 3
CC(C)Cc1c2c([nH]c(=S)c1C#N)CCCC2 | -1 | i | 1 | 0.1 | 3 | -3 | -1.3 | -2 | -4 | 13
CCOC(=O)Cc1csc(NC(=O)CCCN2C(=O)c3ccccc3C2=O)n1 | -2 | i | -5 | -0.9 | -1 | -5 | -2.0 | -16 | 1 | -3
